# High-throughput results from PubChem BioAssay.
# DAX1 inh-1: DAX1 (NR0B1) inhibition, primary screen; HEK293T StAR-luciferase reporter, SF-1/DAX-1 repression relief; inhibition, % at 6.8 µM; 370,000 tested, 1.1% active; AID 652010;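 active = inhibition above the mean over all tested compounds plus 3 SD, cut at about 3.6% in these data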;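 also: 0% = DAX-1 cells with DMSO and 100% = cells lacking DAX-1 with DMSO; higher inhibition means more luminescence from relief of DAX-1 repression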
# GAA850 FXN act: increases GAA850 frataxin promoter reporter activity | AID 540364 | HEK293 lucGAA850 FXN promoter luciferase reporter, 24 h; percent of 10 µM SAHA response | 360,000 tested, 0.56% active | activation, % at 6 µM;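 active = activation above the average of all compounds screened plus 3 SD, cutoff fixed separately per campaign, cut at about 7.5% in these data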;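 also: 0% = DMSO wells and 100% = 10 µM SAHA wells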
# DAX1 inh-2: inhibitors of human orphan nuclear receptor DAX1 (NR0B1); inhibition, % at 6.75 µM; AID 504766; 340,000 tested, 0.99% active; HEK293 Gal4-DAX1 luciferase reporter, luminescence;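 active = inhibition above the mean over all tested compounds plus 3 SD, cut at about 4.2% in these data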;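 also: 0% = DAX1-transfected cells with DMSO and 100% = empty-vector control cells with DMSO; inhibition shows as a rise in luminescence from relieved DAX1 repression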
# Target sequence (P51843 207-470 limits assumed): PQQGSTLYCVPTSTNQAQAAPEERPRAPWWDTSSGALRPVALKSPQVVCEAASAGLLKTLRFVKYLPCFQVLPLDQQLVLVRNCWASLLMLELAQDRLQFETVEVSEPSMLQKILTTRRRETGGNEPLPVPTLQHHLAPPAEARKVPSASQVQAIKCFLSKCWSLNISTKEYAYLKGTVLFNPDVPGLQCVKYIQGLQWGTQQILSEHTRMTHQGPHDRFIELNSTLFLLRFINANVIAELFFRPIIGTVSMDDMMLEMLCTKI
# ADAM10 inh: inhibits human ADAM10. 370,000 tested, 0.62% active. recombinant ADAM10, EDANS/DABCYL FRET peptide cleavage, 3 h. inhibition, % at 7 µM. AID 720582;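 active = inhibition above a per-campaign cutoff equal to the mean of compounds falling between control-based bounds plus 3 SD, cut at about 20% in these data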;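 also: 0% = DMSO wells while the 100% control is not disclosed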
# ssDAF-12 act: activates DAF-12 receptor from parasite S. stercoralis | HEK293 ssDAF-12/GRIP1 lit1-tk-luc reporter, luminescence; % of 3 µM dafachronic acid response | activation, % at 6.8 µM | 370,000 tested, 1% active | AID 652126;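 active = activation above the mean over all tested compounds plus 3 SD, cut at about 0.9% in these data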;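 also: 0% = DMSO-only wells and 100% = 3 µM delta7-dafachronic acid wells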
# PLCb3 inh: blocks human PLC-beta3 enzyme activity; AID 720704; Purified PLC-beta3, fluorogenic substrate, fluorescence; inhibition, % at 12.2 µM; Q01970; 370,000 tested, 0.18% active; in the data active = inhibition above about 11%;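 also: 0% = median of compound wells on plate and 100% = full blocker control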
# hgDAF12 agonist: hgDAF-12 agonism, primary luciferase screen | 370,000 tested, 1.8% active | HEK293 GAL4-hgDAF12 UAS-luciferase reporter, agonist luminescence; normalized to butyrate control | activation, % at 6.8 µM;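 active = activation above a cutoff set at the mean of all screened compounds plus 3 SD, cut at about 10% in these data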;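 also: 0% = DMSO wells and 100% = sodium butyrate wells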
# ADAM17 inh: ADAM17 inhibition, QFRET primary screen. P78536. recombinant ADAM17, EDANS/DABCYL FRET peptide cleavage. inhibition, % at 6.95 µM. 370,000 tested, 0.83% active. AID 720648;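 active = inhibition above the mean of compounds lying between control limits plus 3 SD, set per campaign, cut at about 8.5% in these data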;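 also: 0% = DMSO-only wells as the low control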
# PLC-gamma1 inh: inhibitors of human phospholipase C gamma1; 370,000 tested, 0.84% active; inhibition, % at 12.2 µM; AID 720700; purified PLC-gamma1, fluorogenic substrate, fluorescence; in the data active = inhibition above about 9.5%
# sPLA2-III inh: Blocks human group III sPLA2 activity; inhibition, % at 12.2 µM; AID 743126; Q9NZ20; QFRET BODIPY PC-A2 liposome hydrolysis, fluorescence; 370,000 tested, 0.56% active;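 active = inhibition above mean plus 3 SD of compounds lying within the high and low control bounds, cut at about 19% in these data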;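 also: 0% = median of test compound wells and 100% = no enzyme DMSO wells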
# Target sequence (Q9NZ20 whole entry, looked up): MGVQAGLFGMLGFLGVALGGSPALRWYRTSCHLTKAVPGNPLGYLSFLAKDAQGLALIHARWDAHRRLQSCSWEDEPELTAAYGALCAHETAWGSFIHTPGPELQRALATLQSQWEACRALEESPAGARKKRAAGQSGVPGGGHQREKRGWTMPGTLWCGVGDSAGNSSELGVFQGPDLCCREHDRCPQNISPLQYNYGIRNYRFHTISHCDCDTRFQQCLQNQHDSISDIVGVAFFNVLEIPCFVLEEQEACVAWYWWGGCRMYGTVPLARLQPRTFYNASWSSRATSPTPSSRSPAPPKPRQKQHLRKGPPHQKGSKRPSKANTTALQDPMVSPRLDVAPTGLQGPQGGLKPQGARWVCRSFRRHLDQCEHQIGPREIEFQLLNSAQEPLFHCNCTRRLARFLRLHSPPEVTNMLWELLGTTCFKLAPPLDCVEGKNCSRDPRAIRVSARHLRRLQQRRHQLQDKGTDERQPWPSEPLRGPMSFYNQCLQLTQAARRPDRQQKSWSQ
# hcDAF-12 act: activates DAF-12 receptor from parasite H. contortus; activation, % at 6.8 µM; HEK293 hcDAF-12 lit1-tk-luc reporter, luminescence; 0% DMSO, 100% Δ7-dafachronic acid; 370,000 tested, 1.4% active; AID 652067;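 active = activation above the mean of all tested compounds plus 3 SD, cut at about 5.5% in these data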;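 also: 100% = response to 3 µM Δ7-dafachronic acid high control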
# * = called active by the depositor; . = no result given.
SMILES,DAX1 inh-1,GAA850 FXN act,DAX1 inh-2,ADAM10 inh,ssDAF-12 act,PLCb3 inh,hgDAF12 agonist,ADAM17 inh,PLC-gamma1 inh,sPLA2-III inh,hcDAF-12 act
COCC(C)n1c(C)cc(C(=O)COC(=O)c2nc3nc(C)cc(C)n3n2)c1C (configuration not stated),-0.2,-0.9,1.3,-5,-1.9,-2,1.0,1,-3,-2,-0.1
COc1ccc(N2C(=O)c3[nH]nc(-c4ccccc4)c3C2c2ccc(F)cc2)cc1 (configuration not stated),-0.7,.,.,1,-1.0,-1,-5.0,0,3,-3,-2.0
NC(=O)c1nn(-c2ccc(Oc3ccccc3)cc2)c(=O)cc1O,0.3,0.3,0.7,-3,-1.4,-4,1.4,-3,1,14,0.4
CCN(CC)C(=O)C(c1ccccc1)S(=O)(=O)N1CCOCC1 (configuration not stated),-0.7,0.8,-0.3,-6,-0.8,-1,0.6,-4,0,-1,-0.5
CC1(C(=O)NCc2ccccc2)CN(S(C)(=O)=O)CC(=O)N1CCCN1CCOCC1 (configuration not stated),-0.5,.,.,-12,-0.7,2,-1.4,-4,1,1,-1.1
CC(=O)N(CCO)Cc1cc2cc(C)cc(C)c2[nH]c1=O,-0.3,-0.1,0.4,-65,-1.8,-8,0.5,-26,-4,-5,-0.4
COc1cc(NS(=O)(=O)c2ccc(NC(=O)c3cccs3)cc2)nc(OC)n1,0.8,1.5,-0.3,-7,-1.2,-6,0.4,1,-2,-17,-0.5
Nc1nc(Cl)nc2c1ncn2[C@H]1C[C@H](O)[C@@H](CO)O1,0.1,-12,-3.2,-1,-2.0,1,1.4,-3,-1,-9,-4.6
CCc1nccn1S(=O)(=O)c1cc(OC)c(Cl)cc1OC,-1.2,3.2,0.3,-2,-1.3,1,-1.8,-3,0,2,-2.0
C#CCNC(=O)C1=C[C@H](C2CC2)C[C@H](OCCCCO)O1,0.1,-0.2,0.8,-1,-0.8,-1,0.9,-2,-1,4,-1.1
Cc1ccc(C(=O)COc2ccccc2-c2ccccc2)cc1C,0.4,-1.8,-0.2,-5,-1.4,2,-0.2,-3,1,9,-0.5
N#CCCn1nc(-c2ccccc2)c2ccccc2c1=O,-0.4,3.3,5.0*,3,-1.5,-4,-0.9,0,2,0,-1.4
COc1ccc2oc(/C=C/N(C)C)c(C(=O)c3ccc(Cl)cc3)c2c1,0.3,3.8,0.1,-26,-1.9,-39,0.8,-6,-34,2,-0.3
CC(C)(C)c1ccc(-n2ncc3c2CCCC3NC(=O)c2cnccn2)cc1 (configuration not stated),-3.1,0.6,-2.2,-15,-1.8,-12,-2.4,-3,-3,2,-2.6
COc1cc(OC)cc(C(=O)NC(=S)Nc2ccc3c4c(cccc24)CC3)c1,1.1,0.9,-1.0,-10,-1.0,-17,-1.3,-2,-7,-4,-0.7
CCc1ccc(NC(=O)C2CCCN(S(=O)(=O)c3c(C)[nH]c(=O)[nH]c3=O)C2)cc1 (configuration not stated),0.3,0.7,0.2,-1,-0.9,1,0.7,0,-1,2,-0.1
CN(C)/C=C1\C(=O)ON=C1c1ccccc1,-0.1,0.3,0.8,10,-1.4,1,1.8,-1,0,2,-0.2
CCCN1CCCc2ccccc21,-0.1,0.8,0.3,0,-0.6,-3,0.5,-5,-5,11,-0.1
COc1ccccc1-c1nnc2sc(-c3ccc(N(C)C)cc3)nn12,1.0,1.2,0.5,-114,-1.1,-52,-2.1,-29,-35,2,-3.1
Cc1ccc(-c2nnc(-c3cccc4ccccc34)o2)cc1,0.6,3.0,-0.6,-27,1.2*,-6,7.3,-5,-1,13,7.6*
CC(C)C(NC(=O)c1ccccc1F)C(=O)Nc1nccs1 (configuration not stated),0.5,1.8,1.4,-2,-0.1,-5,0.3,-1,-1,0,1.4
COc1ccc2occ(C(C)=O)c2c1,0.5,5.4,0.3,-5,-1.7,-15,0.5,-5,-7,-3,-2.0
O=C(CSc1nnnn1-c1ccc(F)cc1)Nc1ccccc1F,-0.4,0.1,-0.1,0,-0.9,-5,-0.4,-2,1,-7,-0.5
CCOC(=O)c1sc(C)c2c(=O)n(Cc3ccc(Cl)cc3)c(C)nc12,-1.1,-3.1,-0.2,-58,-1.2,-21,-3.0,-11,-18,-1,-1.6
CN(C)C(=O)c1ccc(NC(=O)COC(=O)CCN=C2NS(=O)(=O)c3ccccc32)cc1,-1.1,-0.1,0.1,-10,-1.4,-5,2.1,-3,-5,3,-1.2
O=C(COc1ccccc1F)Nc1ccc2[nH]c(=O)[nH]c2c1,-0.9,0.0,-0.7,2,-0.9,-1,-1.0,-1,1,3,-1.4
Cc1ccc(NC(=O)CSc2nn(-c3ccccc3)c(=S)s2)cc1S(=O)(=O)N(C)C,-3.3,-0.5,-3.5,22*,-2.7,2,-9.3,9.0*,2,-49,-5.6
C/C=C/c1ccc(OCCCCN2C(=O)NC(C)(C)C2=O)c(OC)c1,-0.7,0.3,-1.1,-5,-1.5,4,1.7,-2,0,-18,-1.0
COc1ccc2c(c1)CCc1cnoc1-2,0.5,-0.7,1.6,-7,-1.9,-6,4.2,-7,-1,0,-0.5
COC(=O)[C@@H](N[C@H](/C=C/c1ccccc1)[C@@H](O)Cc1ccccc1)c1ccccc1,-0.1,.,.,11,-0.9,4,-1.1,3,3,-20,2.0
CC(=O)c1cc2c(cc1NS(=O)(=O)c1ccc(F)cc1)OCO2,-0.5,0.2,-0.7,4,-0.8,-2,-2.6,3,-5,-5,0.5
COc1ccc(C2=NOC(C(=O)Nc3cc(C)nn3-c3ccccc3)C2)cc1OC (configuration not stated),0.3,0.4,-0.6,11,-1.0,4,-3.2,2,2,5,-2.1
O=C1CC(SCc2nc3ccccc3[nH]2)C(=O)N1c1ccc(Cl)cc1 (configuration not stated),0.2,-0.5,-0.6,-34,-0.2,-112,1.2,-15,-106,-11,0.0
COc1ccc(Cc2nnc(SCC(=O)NC3(C#N)CCCCC3)n2N)cc1,-0.3,1.9,1.4,-4,-0.4,-4,2.7,-2,0,2,-0.9
COc1ccc(C(C)NC(=O)c2ccncc2)cc1OC (configuration not stated),0.2,-1.2,0.7,10,-1.2,-3,0.8,1,1,1,-1.6
S=c1[nH]nc(-c2ccccc2)n1/N=C/c1ccc(-c2ccccc2Cl)o1,0.2,-5.9,-2.5,-5,-1.5,1,-2.5,-5,3,-7,-0.2
COc1ccc(-c2ocnc2C(=O)N2CCN(C(=O)C(c3ccccc3)c3ccccc3)CC2)cc1,-0.5,-1.5,-1.1,-5,-1.7,-6,-4.3,-1,0,-13,-2.2
C[C@@H](O)CNC(=O)c1[nH]cnc1C(=O)N[C@H](C)c1ccccc1,0.5,-1.1,0.8,4,-0.5,4,5.8,-2,3,-6,1.1
COC(=O)[C@]1(CNS(=O)(=O)c2ccc(F)cc2)CC(=O)N(C)[C@@H]1c1ccccc1,-0.1,.,.,2,-0.8,2,0.0,1,-2,0,-2.2
O=C(O)CCNc1ccc2c(c1)OCCO2,-0.4,1.6,-1.2,-25,-1.0,-12,-1.6,-7,-8,5,-1.9

# Retrieved by structure from the entries so far, five records:
SMILES,DAX1 inh-1,GAA850 FXN act,DAX1 inh-2,ADAM10 inh,ssDAF-12 act,PLCb3 inh,hgDAF12 agonist,ADAM17 inh,PLC-gamma1 inh,sPLA2-III inh,hcDAF-12 act
COc1ccc(C(C)NC(=O)c2ccncc2)cc1OC (configuration not stated),0.2,-1.2,0.7,10,-1.2,-3,0.8,1,1,1,-1.6
Cc1ccc(NC(=O)CSc2nn(-c3ccccc3)c(=S)s2)cc1S(=O)(=O)N(C)C,-3.3,-0.5,-3.5,22*,-2.7,2,-9.3,9.0*,2,-49,-5.6
COC(=O)[C@@H](N[C@H](/C=C/c1ccccc1)[C@@H](O)Cc1ccccc1)c1ccccc1,-0.1,.,.,11,-0.9,4,-1.1,3,3,-20,2.0
O=C(COc1ccccc1F)Nc1ccc2[nH]c(=O)[nH]c2c1,-0.9,0.0,-0.7,2,-0.9,-1,-1.0,-1,1,3,-1.4
COc1ccc2occ(C(C)=O)c2c1,0.5,5.4,0.3,-5,-1.7,-15,0.5,-5,-7,-3,-2.0

# Next section
SMILES,DAX1 inh-1,GAA850 FXN act,DAX1 inh-2,ADAM10 inh,ssDAF-12 act,PLCb3 inh,hgDAF12 agonist,ADAM17 inh,PLC-gamma1 inh,sPLA2-III inh,hcDAF-12 act
Cc1ccc(CNC(=O)O[C@H]2CC[C@@]34CCCN3C(=O)CCC[C@H]4[C@H]2C)o1,.,.,.,-7,-0.7,1,-2.3,-7,0,3,-1.5
O=C(C[n+]1ccccc1)N/N=C/c1cccs1,-0.3,0.2,0.6,4,-1.1,5,-1.4,0,2,-2,-0.8
COCCCNC(=O)[C@H]1N2C(=O)c3ccccc3C2SC1(C)C (some centres not stated),0.3,-1.0,0.0,3,-0.5,-7,-1.4,-2,0,-3,0.2
Cc1cc(NC(=O)COc2cccc(Oc3ccccc3)c2)no1,-0.1,2.0,1.5,5,-1.3,-4,1.4,-3,-6,-2,-1.0
O=C(CSc1nc2ccccc2c(=O)n1Cc1ccco1)N1CCCCCC1,-1.6,-3.3,-0.3,2,-1.7,-3,-1.6,-2,1,-5,-1.6
O=C(NCc1ccccc1)NC(=O)c1ccccc1F,2.6,2.7,0.4,9,-1.0,-4,5.4,2,5,7,0.5
CC(NC(=O)CCCC1CCCCC1)c1ccc(S(N)(=O)=O)cc1 (configuration not stated),0.8,1.2,0.3,11,-0.9,-6,0.2,0,3,-5,-0.5
C[C@H](CO)N1C[C@H](C)[C@H](CN(C)C(=O)c2cc(-c3ccccc3)on2)OCc2cnnn2CCCC1=O,-0.8,0.3,0.4,-7,-0.6,1,-1.5,-2,1,3,-0.5
O=C(NCc1cccc(C(F)(F)F)c1)C1C(=O)Nc2ccccc2C(=O)N1Cc1ccccc1 (configuration not stated),0.4,.,.,-40,-0.4,-2,2.0,-5,3,16,-1.1
CCOC(=O)N1CCC(N2C(=O)c3ccccc3C2Nc2cc(C)cc(C)c2)CC1 (configuration not stated),0.2,2.0,-0.4,6,-1.8,-6,-1.4,-3,1,1,-1.1
CN1C(=O)/C(=C/c2ccc(OCc3ccc(C(=O)O)cc3)c(Cl)c2)NC1=S,-0.1,-1.0,2.7,-2,-0.7,-4,-0.1,0,-5,12,-1.0
CC(NC(=O)NC1CCCCC1)c1ccccc1 (configuration not stated),-0.3,-0.4,2.2,0,-0.7,0,-0.7,1,-1,3,0.0
COc1ccc(Br)c(C(=O)Nc2cccc(Cl)c2Cl)c1,0.2,0.0,0.4,4,-1.5,-1,-1.4,3,3,2,-1.7
CC(=O)c1nc(-c2ccccc2)sc1C,0.0,2.8,-0.3,-11,-1.0,-5,-1.7,-5,-1,8,-1.8
